# ALOX12 inh: inhibitors of human 12S-lipoxygenase ALOX12 | P18054 | purified 12hLO, xylenol orange hydroperoxide absorbance | actives 1.1% (n = 580,000) | Potency, µM (top dose mostly 108 µM), for inactives: top-dose activity change, negative = inhibition, most hits filed as inhibitors | AID 1671190; active means well fitted inhibition curve with a large enough effect; inconclusive means small, poorly fitted or top-dose-only effect, or another doubt; inactive means no such curve, though single readings can be large or run the other way
# Target sequence (P18054 whole entry, looked up): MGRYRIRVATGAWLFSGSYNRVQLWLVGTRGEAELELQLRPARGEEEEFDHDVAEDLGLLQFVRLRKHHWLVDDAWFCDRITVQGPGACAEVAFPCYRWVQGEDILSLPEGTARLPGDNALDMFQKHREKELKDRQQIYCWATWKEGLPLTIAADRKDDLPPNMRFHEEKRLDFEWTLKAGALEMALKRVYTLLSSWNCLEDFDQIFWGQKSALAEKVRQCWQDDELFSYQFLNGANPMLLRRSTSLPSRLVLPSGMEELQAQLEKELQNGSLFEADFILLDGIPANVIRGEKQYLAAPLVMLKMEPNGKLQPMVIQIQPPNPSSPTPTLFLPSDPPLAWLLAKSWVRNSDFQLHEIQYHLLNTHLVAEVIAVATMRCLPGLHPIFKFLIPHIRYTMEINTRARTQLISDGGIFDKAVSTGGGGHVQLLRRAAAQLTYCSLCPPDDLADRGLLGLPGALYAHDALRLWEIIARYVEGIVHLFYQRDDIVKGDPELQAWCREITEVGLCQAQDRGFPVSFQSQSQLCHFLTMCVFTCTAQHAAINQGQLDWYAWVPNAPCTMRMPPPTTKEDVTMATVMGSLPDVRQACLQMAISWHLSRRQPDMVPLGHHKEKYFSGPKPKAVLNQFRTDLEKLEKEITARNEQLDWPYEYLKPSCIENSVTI
#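 Hydroperoxide product was detected by ferrous iron/xylenol orange as the 573 to 405 nm absorbance ratio. Arachidonic acid at 40 uM (final) was turned over for 30 min at room temperature by 150 nM human 12hLO, pH 7.0 Hepes buffer, after 15 min compound preincubation.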
# Starred values were filed as active, the others as inactive; ? = inconclusive; [ ] = remark or other dose. On the % scale 0 is the no-effect control and ±100 the full control effect; potency means the concentration at half of the fitted maximal effect.
SMILES,ALOX12 inh
O[C@@H]1CC(CNCc2ccc(F)cc2)(COc2cnccn2)C[C@@H]1O (stereo partly drawn),79.6%[activator][176 µM]
O=C(Nc1ccc(Br)cc1Cl)c1cc(-c2ccco2)on1,-11.3%
CC(=O)c1ccc(NC(=O)N[C@H]2C[C@@](O)(C(=O)N[C@H](Cc3ccccc3)C(N)=O)C[C@@H](O)[C@@H]2O)cc1,3.9%
CCN(CC)C(=O)C(C)[C@@H]1CC[C@@]2(C)CC[C@H](NC(=O)c3cccc(F)c3)[C@@H](C)[C@@H]2[C@H]1O (stereo partly drawn),26.9%
Cc1ccc(C2CC(=O)N(CCCCCC(=O)O)C(=O)C2)cc1,-39.7%
CCn1c(SCc2ncc(-c3ccccc3)o2)nnc1-c1ccccc1,-2.8%
Cc1ccc(-c2noc([C@@H]3Cc4nc[nH]c4CN3Cc3ccccc3)n2)cc1,28.3%[176 µM]
CS(=O)(=O)c1ccc(CN2C[C@H](O)C[C@H]2c2nc(-c3cccnc3)no2)cc1,10.7%[176 µM]
S=C1NCCOc2ccccc21,-26.6%
CCOC(=O)c1c(C)[nH]c(C(=O)C(C)N(C)Cc2ccc(F)cc2)c1C (stereo not drawn),-14.0%

# A second format for part of the listing above:
mol | ALOX12 inh
Cc1ccc(C2CC(=O)N(CCCCCC(=O)O)C(=O)C2)cc1 | -39.7%
O=C(Nc1ccc(Br)cc1Cl)c1cc(-c2ccco2)on1 | -11.3%

# Next part:
SMILES,ALOX12 inh
COc1ccc(C)cc1NC(=O)C1N(C(C)C)C(=O)C12CCCC2 (stereo not drawn),30.5%[activator]
CC(=O)NC[C@H]1OC[C@@H](N(Cc2cccc(C#N)c2)Cc2cccc(C#N)c2)[C@@H]1O,-0.4%[176 µM]
CNC(=O)CCn1ncc2cc(OCc3ccccc3-c3cc(Cl)ccc3OC)ccc21,?
COCCNC(=O)[C@@H]1C[C@H](Oc2ccccc2)CN1C(=O)NC(C)(C)C,76.8%[activator]
COCCNC(=O)c1ccc(OC2CCN(C/C=C/c3ccc(F)cc3)CC2)c(Cl)c1,16.9%
CCC(CC)NC(=O)Nc1ccc(C)cc1Br,-24.8%
CCN(CCc1nc2ccc(C)cc2[nH]1)C(=O)c1ccccc1C1CCNC1 (stereo not drawn),32.4%
N#CCSC1=Nc2ccccc2CS1,-10.8%
C[C@@H]1CN([C@@H](C)CO)C(=O)CCCn2cc(nn2)CO[C@H]1CN(C)S(C)(=O)=O,-1.1%
COc1ccc(-c2c(C)c3cc(OS(=O)(=O)c4ccc(F)cc4)ccc3oc2=O)cc1OC,17.9%

# 6 of the entries above in order of their number in ALOX12 inh, descending.
SMILES,ALOX12 inh
CCN(CCc1nc2ccc(C)cc2[nH]1)C(=O)c1ccccc1C1CCNC1 (stereo not drawn),32.4%
COCCNC(=O)c1ccc(OC2CCN(C/C=C/c3ccc(F)cc3)CC2)c(Cl)c1,16.9%
CC(=O)c1ccc(NC(=O)N[C@H]2C[C@@](O)(C(=O)N[C@H](Cc3ccccc3)C(N)=O)C[C@@H](O)[C@@H]2O)cc1,3.9%
CCn1c(SCc2ncc(-c3ccccc3)o2)nnc1-c1ccccc1,-2.8%
N#CCSC1=Nc2ccccc2CS1,-10.8%
S=C1NCCOc2ccccc21,-26.6%

# Next section
SMILES,ALOX12 inh
CCc1nc(CC)n2ccn(Cc3cccc(C#N)c3)c(=O)c12,8.0%
CN(C)C(=O)c1ccc(I)cc1,-5.0%
CC(=O)Nc1ccc(CN2CCCC23Cc2ccccc2CN(C(C)=O)C3)cc1 (stereo not drawn),14.1%[6.33 µM]
CCOC(=O)C1=C(C)N=C2SC=C(CC(=O)N3CCC(C)CC3)N2C1c1ccccc1F (stereo not drawn),70.1%[activator]
N#Cc1ccccc1CN1CC[C@H]2C(=O)NCCCCCCN(Cc3ccncc3)[C@@H]2C1,207.6%[activator]
CC(=O)Nc1ccc(-c2csc(Nc3cccc4ccccc34)n2)cc1,?
O=C(c1ccccc1)N1CCN2C(=O)N(Cc3ccccc3)C(=O)[C@H]2C1,19.4%[176 µM]
CC1C(c2cccs2)=[N+]([O-])C(C)(c2ccccc2)N1O (stereo not drawn),10.2%
CCC1CN(CCNC(=O)c2ccccc2-n2cccn2)Cc2cc(OC)ccc2O1 (stereo not drawn),13.9%
COc1ccccc1N1CCN(C2CCCN(C(=O)c3ccc4nc(C)[nH]c4c3)C2)CC1 (stereo not drawn),-3.7%
Cc1cnc(CC2CCN(C(=O)c3nn(C)c4ccccc34)C2)n1CC1CC1 (stereo not drawn),4.2%
COCCC(=O)N1CCC(C2CCNC2)CC1 (stereo not drawn),23.6%
NC1CCCN(c2cc(N3CCCC3)ncn2)C1 (stereo not drawn),-5.0%
Cc1cccc(NC(=O)CN(C)C(=O)CCc2ncc(-c3ccccc3F)o2)c1C,2.9%
CCc1oc2ccccc2c1/C=C/C(=O)NC1CCCC1,-7.4%
Clc1cccc(-c2cnc([C@@H]3COCCN3C3CCCCC3)[nH]2)c1,-16.8%[176 µM]
O=C(NCC1(N2CCOCC2)CCCCC1)C1CCN(C(=O)c2ccc(Cl)cc2)CC1,-1.8%
Cc1cccc(C)c1NC(=O)CNC(=O)c1cc2ccc(F)cc2nc1C,43.8%[activator]
Cc1cccc(C)c1NS(=O)(=O)c1cc(-c2ccno2)oc1C,-27.4%
COc1cccc(CCC(=O)N2[C@@H]3CC[C@H]2CC(NC(=O)c2ccc(F)cc2)C3)c1 (stereo partly drawn),41.2%[activator]
Cc1ccc(OCCN(C)C(=O)c2ccc3[nH]c(C)c(C)c3c2)cc1,?
Cc1nn(C)c(C)c1S(=O)(=O)NCC(=O)N1CCCCCNC(=O)CC1c1ccccc1 (stereo not drawn),31.3%[activator]
CC(=O)Nc1ccc(C2(C(=O)NCc3cccs3)CCCCC2)cc1,7.2%
CC(=O)C1=C(C)N(Cc2ccc(Br)cc2)C(=S)NC1c1cccc(Br)c1 (stereo not drawn),31.6µM*
COc1ccc(NC(=O)C2(C)CN(C)Cc3ccc(NCc4ccccc4)nc32)cn1 (stereo not drawn),83.2%[activator][176 µM]
O=C(Cn1nc(-c2cccs2)c2ccccc2c1=O)Nc1ccc(N2CCCCC2)cc1,49.5%[activator]
CCc1ccccc1-n1c(N)c(C(=O)OC)sc1=S,?
CC(C)CCNC(=O)Cn1ccn2nc(-c3ccc(F)cc3)c(CO)c2c1=O,27.6%
CNCCN1C(=O)CC[C@H]2CN(C(=O)CCN3CCCCO3)CC[C@H]21,-13.4%
Cn1cc(CN2CCCC(COc3ccccc3C(=O)N3CCCC3)C2)c2ccccc21 (stereo not drawn),-13.3%
O=C(/C(=C/c1cccc(O)c1)c1nc2ccccc2s1)c1ccccc1,-3.4%
CC(C)Nc1nc(-c2ccc3c(c2)CCCN3S(C)(=O)=O)cs1,?
COc1cccc(Nc2cc3[nH]ccc3c(C(=O)NCc3c(C)cc(C)[nH]c3=O)n2)c1,3.9%[176 µM]
COc1ccc(OCC(=O)Nc2ccc3oc(C)nc3c2)cc1,-38.2%
CCOC(=O)C1=CCN(S(=O)(=O)c2ccc([N+](=O)[O-])cc2)C1c1ccc(C)cc1 (stereo not drawn),-9.3%
CC(=O)N1CCN(CC(=O)Nc2c(C#N)c(C)c(C)n2C2CCCC2)CC1,-23.2%
Cc1noc2c(-c3cccnc3)cc(-c3cccs3)nc12,2.1%[176 µM]
CCCCC(CC)C(=O)Nc1ccccc1Br (stereo not drawn),-43.7%
O=C(Cc1csc(-c2ccco2)n1)Nc1ccnn1Cc1c(Cl)cccc1Cl,?
CN(Cc1cccn1C)C1CCOc2ccccc21 (stereo not drawn),-3.5%[176 µM]
CCCOc1ccc(NC(=O)COc2ccccc2OC)c2cccnc12,-3.2%
CN(C(=O)c1cnc2n1CCN(CCc1ccccc1)CC2)c1ccccc1,7.6%[176 µM]
COCCn1nnnc1C1CC2(CCOCC2)C(=O)N1Cc1cccc(OC)c1 (stereo not drawn),27.3%
CCc1ccccc1N1C(=O)c2sc3nc(C)cc(COC)c3c2NC1C (stereo not drawn),-2.7%
CN(Cc1cccc(C(F)(F)F)c1)C(=O)Nc1ccccc1,17.1%[176 µM]
Cc1ccc2nc3n(c2c1)[C@@H](CNCc1ccc(C#N)cc1)COC3,7.2%[176 µM]
CCN(C(=O)CN1C(=O)NC2(CCC(C)CC2)C1=O)c1cccc(C)c1 (stereo not drawn),-4.8%
Cc1cc(Cl)c2c([N+](=O)[O-])c(O)ccc2n1,?
CN(C)C(=O)C1CCc2sc(C(=O)N3CCCC3)cc2C1 (stereo not drawn),40.2%[activator]
O=C(CN1CCn2nc(C(O)C3CC3)cc2C1)N1CCc2ccccc21 (stereo not drawn),60.4%[activator]

# Next part.
SMILES,ALOX12 inh
O=C(c1ccc(N2CCC(NCCCn3ncc4ccccc43)CC2)cc1)N1CCOCC1,14.9%
COc1nc2c(cc1CNC(=O)CCc1ccccn1)C(=O)N(C1CCCC1)C2,15.0%
CCCCCCCCS(=O)(=O)CCCCO,-19.0%
Cc1noc(-c2ccc(OC3CN(C(=O)c4cccc5[nH]ccc45)C3)cc2)n1,-1.4%
COc1cc(CNn2cnnc2)ccc1OCc1ccccc1F,-0.2%
CC1(COc2ccccc2)COc2ccc(C(=O)NCc3ccccc3)cc2N1 (stereo not drawn),?
O=C(O)c1ccc(Cl)cc1F,?
CCC(C(=O)Nc1cccc(C(C)=O)c1)n1cnc2ccccc2c1=O (stereo not drawn),-23.1%
CCN(Cc1cccc(C)c1)C(=O)c1csc(S(N)(=O)=O)c1,-22.2%
O=C(O)C1CC2(CCN(C(=O)c3ccccc3N3CCCC3)CC2)CN1 (stereo not drawn),58.5%[activator]
O=C(CN1CCN(c2ccc(C(F)(F)F)cn2)CC1)Nc1nc(-c2ccc(F)c(F)c2)cs1,48.9%[activator]
O=C(NC(C(=O)NCc1ccco1)C1CCN(C(=O)C2CC2)CC1)c1ccccc1 (stereo not drawn),28.1%
O=C(c1ccccc1)N1CCC(Oc2nccnc2N2CCOCC2)C1 (stereo not drawn),40.3%[activator]
COc1ccc(-c2cccc(CN)c2)cc1,63.3%[activator][176 µM]
CN(CCCNC(=O)c1nc2ccccc2c(=O)[nH]1)C(=O)c1ccc2ccccc2c1,2.3%
Cc1cc(=O)n(CC(=O)Nc2ccccc2C)c(N(C)Cc2ccccc2)n1,-10.1%
FC(F)n1c(CSc2nnc3c(Cl)cc(C(F)(F)F)cn23)nc2ccccc21,15.8%
CC(=O)NCCC(=O)N1Cc2ccccc2CC2(CCCN(CC3CCNC3)C2)C1 (stereo not drawn),-15.9%[6.33 µM]
O=C(OCc1ncc(-c2ccc(Cl)cc2)o1)c1cccc(F)c1,-17.1%
Cc1cc(=O)n2c3ccccc3n(CC(O)CNc3ccc(C(C)C)cc3)c2c1C#N (stereo not drawn),-31.0%
O=C(NCc1cccnc1)[C@@H]1C[C@@H](O)CN1C1CCN(C(=O)Cc2ccccc2)CC1,49.0%[activator]
C[C@@H]1CN(C(=O)Cn2ncc(N3CCc4ccccc4C3)cc2=O)C[C@H](C)O1,-0.6%
COc1cc([C@@H]2c3cc4c(cc3[C@@H](O[C@@H]3O[C@@H]5CO[C@@H](c6cccs6)O[C@@H]5[C@H](O)[C@@H]3O)[C@H]3COC(=O)[C@H]23)OCO4)cc(OC)c1O,-0.5%[57.4 µM]
CN1c2cc(C(=O)Nc3cccc(Br)c3)ccc2C(=O)N2CCCCCC21 (stereo not drawn),8.2%
Cc1c(Cl)cccc1NC(=O)NCCCN(C)CC(F)(F)F,7.1%
O=C(N1CC(Oc2ccccc2-c2nc(C3CC3)no2)C1)C1(c2ccccc2)CC1,?
COc1cccc(N2CC(C(=O)N3CCC(C(=O)NCCc4ccc(F)cc4)C3)NC2=O)c1 (stereo not drawn),46.3%[activator]
CN(C)C(=O)c1nc2sccn2c1Br,64.9%[activator][176 µM]
O=C(NCc1ccc(F)cc1)c1cnc2n[nH]c(-c3ccccc3)c2n1,-3.6%[176 µM]
Cc1ccc(CNC(=O)N2CCC(Oc3ncccc3C(=O)N3CCOCC3)C2)cc1 (stereo not drawn),33.6%
COc1ccc(Cn2nccc2NC(=O)c2cc(=O)c3cc(C)ccc3o2)cc1,11.6%
O=C(NCCSCc1ccsc1)C1CC1,21.5%
Cc1ccc(-c2ccc3nnc(CNC(=O)CSc4ccncc4)n3n2)cc1,15.2%
CCc1cn(C[C@H](NC(=O)C(C)(C)C)C(=O)O)c(=O)[nH]c1=O,?
CCc1cc(CN(C)C(=O)c2cc(COc3ccccc3F)[nH]n2)on1,41.0%
Cc1cc(C(=O)NC2CCN(C(=O)C3CC3)CC2)c2ccccc2n1,53.5%[activator]
CC(Sc1nc2ccccc2o1)C(=O)N1CCCC1 (stereo not drawn),0.3%
CCCCC(=O)Nc1ccc(O)c(-c2nc3cc(CC)ccc3o2)c1,29.7%
COCCN1C(=O)CC[C@]2(C(=O)NCc3ccco3)CCCC[C@@H]12,15.9%
O=C(Cc1ccc(NC(=O)C2CCCN(C(=O)c3ccccc3)C2)cc1)Nc1cccc(C(=O)N2CCCCC2)c1 (stereo not drawn),-1.1%

# Fetched one by one from the list above, two records:
SMILES,ALOX12 inh
CC(Sc1nc2ccccc2o1)C(=O)N1CCCC1 (stereo not drawn),0.3%
COCCN1C(=O)CC[C@]2(C(=O)NCc3ccco3)CCCC[C@@H]12,15.9%

# (more compounds)
SMILES,ALOX12 inh
O=C(CN1C(=O)S/C(=C\c2ccc(F)cc2)C1=O)Nc1ccc2oc(=O)ccc2c1,?
Cc1cnc(NC(=O)c2[nH]c3c(c2C)C(=O)CCC3)s1,-11.3%
Fc1ccc(-c2nc3n(c2-c2ccncc2)CCS3)cc1,?
COc1cc(/C=N/O)cc(I)c1OCC(=O)Nc1ccc(C)cc1,-26.5%
Cc1noc(C2CC3(CCN(C(=O)Cc4cccc(F)c4)CC3)CN2C)n1 (stereo not drawn),-2.3%
CCCCCCOc1ccc(NC(C)=O)cc1,10.8%
COc1cccc(CC(=O)N2C[C@@H](F)C[C@H]2C(=O)N2CCOCC2)c1,30.2%
CCCOC(=O)C(C#N)c1nc2ccccc2nc1Cl (stereo not drawn),17.8µM*

# Some of the compounds tested, so the mix of outcomes need not match the whole.
